Keap1 Nrf2 FP – inhibitors of human Keap1-Nrf2 protein-protein interaction; AID 504523; Q14145; inhibition, % at 9.4 µM; Keap1 Kelch-Nrf2 peptide fluorescence polarization, 1536-well; hit rate 0.15% among 340,000; in the data active = inhibition above about 12%; inconclusive = no clear call, values can overlap the other calls; inactive = below about 7.3%;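 note: human Keap1 Kelch domain with fluorescein labeled Nrf2 9mer peptide probe; 0% = neutral control wells and 100% = peptide positive control; higher means more block of Keap1 binding to Nrf2 peptide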
DSG3 Ab inh – blocks pemphigus antibody binding to human desmoglein-3; DSG3-coupled beads, scFv-anti-DSG3-GFP binding, flow cytometry; stronger effect = lower value; binding (percent of control), % at 10 µM; hit rate 0.48% among 310,000;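 active = binding more than 3 SD below its plate's average and above zero; inconclusive = below that plate limit but binding exactly zero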; note: some compounds called inactive have numbers as strong as hits
MOR-DOR inv ag – inverse agonists of human mu-delta opioid receptor heterodimerization; P35372+P41143; cell-based MOR-DOR heterodimer luminescence, inverse agonism; inhibition, % at 9.3 µM; hit rate 0.21% among 340,000; AID 504357; in the data active = inhibition above about 22%, passing the limit was not always enough;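 note: 0% = cells with DMSO and 100% = wells without cells with DMSO; values of inactives mirror those of a sister screen read the other way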
Target sequence (P35372 whole entry, looked up): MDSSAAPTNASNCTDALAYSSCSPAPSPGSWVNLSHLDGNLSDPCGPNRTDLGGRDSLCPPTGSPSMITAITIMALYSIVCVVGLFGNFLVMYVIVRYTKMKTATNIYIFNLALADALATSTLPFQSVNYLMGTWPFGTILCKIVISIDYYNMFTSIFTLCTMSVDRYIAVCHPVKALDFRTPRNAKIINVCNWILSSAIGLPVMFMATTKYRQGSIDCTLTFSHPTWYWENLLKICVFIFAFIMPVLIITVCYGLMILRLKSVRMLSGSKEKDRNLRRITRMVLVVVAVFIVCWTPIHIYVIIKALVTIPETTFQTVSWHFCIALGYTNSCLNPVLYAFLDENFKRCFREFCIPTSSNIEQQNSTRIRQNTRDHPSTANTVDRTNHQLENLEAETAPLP
Target sequence (P41143 whole entry, looked up): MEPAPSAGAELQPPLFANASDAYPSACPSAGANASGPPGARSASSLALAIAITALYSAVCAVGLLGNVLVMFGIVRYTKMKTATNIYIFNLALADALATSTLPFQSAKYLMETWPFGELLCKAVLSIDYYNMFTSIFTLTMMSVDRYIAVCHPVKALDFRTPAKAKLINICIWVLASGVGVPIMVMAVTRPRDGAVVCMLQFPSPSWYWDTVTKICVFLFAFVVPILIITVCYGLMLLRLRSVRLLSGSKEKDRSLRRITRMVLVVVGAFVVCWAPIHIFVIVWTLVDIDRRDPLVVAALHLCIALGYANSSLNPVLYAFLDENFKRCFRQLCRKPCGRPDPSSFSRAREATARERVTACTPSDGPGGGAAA
Wnt act – activates Wnt/beta-catenin signaling in a reporter cell assay; activation, % at 9.35 µM; AID 743398; activator, plate reader; hit rate 1.2% among 300,000; in the data active = activation above about 30%, passing the limit was not always enough; inconclusive = no clear call, values can overlap the other calls;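 note: 0% = neutral control wells and 100% = positive control wells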
Cardiac RTF inh – cardiac RTF calcium desensitization. P19429+P45379. IANBD-labeled cardiac RTF, Ca2+ fluorescence. inhibition, % at 7.15 µM. hit rate 0.12% among 340,000. AID 493244;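 active = inhibition above the mean inhibition of all tested compounds plus 3 SD, cut at about 17% in these data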;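 note: assay run at fixed EC70 calcium of 1.6 mM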
Arrestin-AP2 inh – inhibitors of human beta-arrestin and AP2 interaction; FITC-arrestin peptide / GST-AP2 beads, flow cytometry; AP2 beta2 appendage carries R879A mutation; inhibition, % at 10 µM; AID 504490; hit rate 0.31% among 340,000;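 active = inhibition above a set limit, near 3 SD of compounds lacking own fluorescence, cut at about 54% in these data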;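 note: plate controls were DMSO wells for no effect and 5 µM unlabelled arrestin peptide for full effect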
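test system = AP2 appendage R879A on GSH beads | buffer or medium = PBS plus Tween 20 (0.05%) and BSA (0.1%) | incubation = 12 min plus 1 h, RT | detection = bead flow cytometry, FITC channel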
C-LANA FP – inhibitors of KSHV LANA C-terminal domain DNA binding; AID 504423; hit rate 0.078% among 340,000; MBP-C-LANA/FAM-LBS DNA binding, fluorescence polarization; inhibition, % at 9 µM;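 active = highest replicate inhibition at or above 60% at 9 µM, even if other replicates fall short; inactive = all replicates below 60% inhibition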;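 note: 0% = neutral control wells and 100% = 4 µM acridine orange control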
RTF Ca sens act – cardiac RTF calcium sensitization; P19429+P45379; IANBD-labeled TnC RTF fluorescence at EC20 calcium; 0% EC20 calcium, 100% full calcium; activation, % at 7.2 µM; hit rate 0.24% among 340,000;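 active = activation above the mean over all tested compounds plus 3 SD, cut at about 30% in these data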;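 note: rise in fluorescence read as greater calcium sensitivity of cardiac thin filaments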
V-ATPase pHluor – yeast V-ATPase proton transport regulation by pHLuorin; hit rate 0.37% among 350,000; response, % at 10 µM; AID 504577; S. cerevisiae, pHLuorin cytosolic pH fluorescence; in the data active = response mostly above about 7.3%, no sharp cut-off; inactive = mostly below about 5.4%; note: actives read high; inactives centre near 0; some compounds called inactive have numbers as strong as hits; reference of the scale not given here
OPRM1-OPRD1 ag – agonists of human mu-delta opioid receptor heterodimerization. cells, OPRM1-OPRD1 heterodimerization, luminescence. activation, % at 9.3 µM. hit rate 0.3% among 340,000. P35372+P41143. AID 504326; in the data active = activation above about 18%;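 note: 0% = vehicle-treated cells and 100% = reference agonist; values of inactives mirror those of a sister screen read the other way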
Numbers without * were called inactive; ? = inconclusive; · = no result given; & = joins results of further samples. Not all compounds are listed, so the mix of outcomes need not match the whole.

| SMILES | Keap1 Nrf2 FP | DSG3 Ab inh | MOR-DOR inv ag | Wnt act | Cardiac RTF inh | Arrestin-AP2 inh | C-LANA FP | RTF Ca sens act | V-ATPase pHluor | OPRM1-OPRD1 ag |
| --- | --- | --- | --- | --- | --- | --- | --- | --- | --- | --- |
| C=C1[C@H]2CC[C@H]3[C@]4(C)C[C@H](O[C@@H]5OC(CO)[C@@H](OSOOO)[C@H](OS(=O)(=O)O)[C@H]5OC(=O)CC(C)C)C[C@@H](C(=O)O)[C@H]4CC[C@]3(C2)[C@H]1O (stereo partly specified) | -7 | 102 | 15 | -1 | 0 | -3 | -2.2 | 1 | 4 | -2.8 |
| CCCCNC(C)Cc1ccccc1 (stereo unspecified) | 1 | 105 | -2 | -4 | 0 | 15 | 0.8 | 7 | -2 | 0.4 |
| Cn1cc(C(=O)OCC(=O)NC2(C#N)CCCCC2)c2ccccc21 | -7 | 99 | 7 | -6 | -4 | -1 | -1.4 | 0 | 2 | -1.1 |
| CCC(=NCCC(c1ccccc1)c1ccccc1)c1c(O)n(C)c(=O)n(C)c1=O | -5 | 110 | -16 | · | -14 | 3 | -0.6 | -1 | -3 | 3.1 |
| C[N+]1(C)CCOC(O)(c2ccc(-c3ccc(C4(O)C[N+](C)(C)CCO4)cc3)cc2)C1 (stereo unspecified) | -1 | 100 | 11 | -4 | 7 | -4 | -3.4 | 2 | 2 | -2.0 |
| CCNC(=S)N1CCn2cccc2C1c1cccnc1 (stereo unspecified) | -4 | 97 | 0 | 3 | -18 | -7 | -1.2 | 8 | 0 | 0.1 |
| COC(=O)C1=C(c2cccc(OC)c2OC)C[C@@H]2CC[C@H]1N2C(=O)NC(C)C | 5 | 99 | 2 | 0 | -3 | 1 | 0.8 | -4 | 3 | -0.4 |
| CCOP(=O)(Cc1cc(C(C)=O)c(C)o1)OCC | 0 | · | 12 | -1 | -9 | 10 | 0.0 | 4 | 4 | -2.4 |
| CC(C)(C)NC(=S)/N=C(\N)N[N+](=O)[O-] | -9 | 108 | 1 | -1 | -4 | 50 | 0.7 | 11 | -4 | -0.2 |
| COC(=O)C1=C(c2ccc(-c3ccccc3)c(F)c2)C[C@@H]2CC[C@H]1N2C(=O)NC(C)C | 3 | 99 | 10 | -6 | 0 | 29 | 0.6 | 1 | -4 | -2.1 |
| COc1ccc(NC(=O)N2C[C@@H]3C[C@@H](C2)c2cccc(=O)n2C3)cc1 | -2 | · | 18 | -1 | 3 | 3 | 0.7 | 8 | 0 | -3.6 |
| COC(=O)C1=C(c2c(C)noc2C)C[C@@H]2CC[C@H]1N2C(=O)NC1CC1 | -2 | 104 | 15 | -1 | -9 | -3 | 0.2 | 0 | 1 | -2.8 |
| Cc1cc(OCC(=O)N[C@H](C(=O)O)c2ccccc2)c2c3c(c(=O)oc2c1)CCC3 | 0 | 108 | 20 | -1 | -1 | 5 | 0.5 | 2 | 1 | -3.9 |
| CC(N=Cc1c(O)[nH]c(=O)[nH]c1=O)c1ccccc1 (stereo unspecified) | -2 | 93 | 20 | -1 | 8 | 27 | 1.8 | -1 | -3 | -4.0 |
| CC(=O)N(C)C1=Nc2ccc(Cl)cc2C(c2ccccc2)=[N+]([O-])C1 | -4 | 89 | 13 | -1 | 4 | -10 | 1.7 | -7 | -3 | -2.4 |
| O=C(Nc1ccccc1)Oc1ccccc1 | -5 | 102 | 2 | -3 | 3 | -4 | 1.5 | 4 | -5 | -0.3 |
| CNC(=O)O/N=C(\N)Cc1csc2ccc(Cl)cc12 | -4 | 110 | -10 | 5 | 1 | 7 | 0.1 | 14 | 5 | 2.1 |
| Cc1cccc(N2C(=O)NC(=O)/C(=C/c3cc4c(cc3[N+](=O)[O-])OCO4)C2=O)c1 | ? | 101 | -12 | 7 | -21 | 18 | 3.4 | 1 | 3 | 2.4 |
| CC1CN=C(NCc2ccccc2)S1 (stereo unspecified) | 0 | · | 8 | · | 2 | 8 | 0.1 | 1 | 1 | -1.6 |
| CC1OC(OC2C=C3CCC4C(CCC5(C)C(c6ccc(=O)oc6)CCC45O)C3(C)CC2)C(O)C(OC2OC(CO)C(O)C(O)C2O)C1O (stereo unspecified) | -3 | 96 | -401 | -26 | -7 | -22 | -1.6 | -1 | 2 | 92* |
| COC(=O)C1=C(c2ccc(OC(F)(F)F)cc2)C[C@@H]2CC[C@H]1N2C(=O)NCCNC(C)=O | -2 | 101 | 16 | -1 | 5 | 33 | -1.1 | 3 | -2 | -2.8 |
| CC1(C)CC(=O)C(C=NCCN2CCN(C(=O)Cc3ccc(F)cc3)CC2)=C(O)C1 | 1 | 101 | 6 | · | -7 | 5 | 2.2 | -3 | · | -1.2 |
| CN1CC[C@@]2(C)c3cc(O)ccc3N(C)[C@@H]12 | -5&-3 | 102 | -42&-33 | 10&7 | 5&8 | 7&12 | 1.0&2.2 | 0&-5 | -1&2 | 7.7&6.0 |
| O=S(=O)(O)C(=Cc1ccccc1)c1ccccc1 (tested in a mixture with another compound) | -1 | 94 | 0 | 1 | 3 | 0 | -3.9 | -1 | -1 | 0.0 |
| CCOP(=O)(OCC)/C(C#N)=C/c1ccc(Br)cc1 | -2 | 95 | 7 | 0 | -4 | 13 | -1.6 | 2 | -5 | -1.4 |
| CNC(=O)O/N=C(\N)Cc1csc2ccccc12 | -7 | 113 | 2 | 6 | -4 | 35 | -0.4 | -1 | -6 | -0.4 |
| CCc1nccc2c1[nH]c1ccccc12 | 0 | 99 | 7 | -1 | -5 | -2 | 2.2 | 0 | 3 | -1.3 |
| CN1C2CCC1CC(OC(=O)c1ccc(Cl)cc1)(C(=O)O)C2 (stereo unspecified) | -6 | 104 | -5 | 0 | -6 | 13 | 1.8 | 11 | 1 | 0.9 |
| Cn1cc(C(=O)c2ccccc2)c2ccccc21 | 1 | 104 | 4 | -1 | -1 | -5 | 0.0 | -4 | -2 | -0.7 |
| CN1C(=O)C(=Cc2coc3ccccc3c2=O)C(=O)N(C)C1=O | -2 | · | -6 | -2 | -14 | 22 | -1.7 | -2 | 0 | 1.2 |
| Cc1cccc(CC(c2cccc(C)c2)N(C)C)c1 (stereo unspecified) | -2 | 99 | 3 | -2 | 1 | 12 | -1.6 | -5 | -1 | -0.6 |
| CN1CC=C(c2c[nH]c3ccccc23)CC1 | -4 | 100 | 6 | 4 | -4 | 6 | -1.3 | 1 | -2 | -1.1 |
| CCN(CC)CCN=Cc1c(O)n(Cc2ccccc2)c(=O)[nH]c1=O | 2&-9 | 99&95 | 10&3 | 4 | -9&-6 | 15&24 | -0.7&-2.7 | 5&-1 | -5 | -1.9&-0.7 |
| COC(=O)C1=C(c2cccc(C#N)c2)C[C@@H]2CC[C@H]1N2C(=O)N1CCOCC1 | -3 | 96 | -4 | -2 | -5 | 1 | -0.4 | 20 | 3 | 0.7 |
| COc1ccc(C(=O)OC2C[C@H]3CC[C@H](C2)N3C)cc1OC (stereo partly specified) | -2 | 123 | 2 | -4 | 15 | 0 | -1.8 | -6 | -2 | -0.3 |
| O=[N+]([O-])c1ccc(NCCCN2CCOCC2)nc1 | 0 | 112 | 8 | 0 | -8 | 2 | 2.6 | 1 | 0 | -1.6 |
| COC(=O)C1=C(c2cccc(C#N)c2)C[C@@H]2CC[C@H]1N2C(=O)NCCNC(C)=O | 6 | 104 | 0 | 0 | -2 | 15 | 1.2 | -5 | -2 | 0.1 |
| CC(=O)OC1CC2(O)C3CCC4CC(O)CCC4(C)C3CCC2(C)C1C1=CC(=O)OC1 (stereo unspecified) | -2 | 86 | -356 | -2 | -2 | -14 | 1.6 | -2 | 4 | 81* |
| COc1cc2ccc(=O)oc2c2ccoc12 | 1 | 101 | 19 | 8 | 4 | 21 | -1.7 | -2 | -1 | -3.3 |
| CCCNC(=O)N1[C@H]2CC[C@@H]1C(C(=O)OC)=C(c1ccc(S(C)(=O)=O)cc1)C2 | 3 | 97 | 2 | 2 | -8 | 12 | -3.3 | 0 | -3 | -0.4 |
| O=[N+]([O-])c1ccc(N2CCNCC2)cc1Sc1ccccn1 | -6 | 85 | 17 | -6 | 3 | 12 | -1.8 | -6 | -4 | -3.4 |
| FC(F)(F)c1ccc2c(c1)ncn2C1CCN(Cc2nnnn2C2CCCCC2)CC1 | -3 | 106 | · | -7 | -9 | -5 | -0.4 | -2 | -1 | · |
| Cc1ccc(-c2nc3ccccc3c(=O)n2-c2ccc(Br)cn2)cc1 | 2 | 99 | 4 | 0 | -6 | -2 | 0.5 | -6 | 4 | -0.6 |
| O=C1NC(=O)C(=Cc2cc3c(cc2[N+](=O)[O-])OCO3)C(=O)N1 | 3 | · | -19 | 0 | -2 | 10 | 0.1 | 1 | -2 | 4.1 |
| Cc1ccsc1C(=O)C1CCCN(Cc2cc(C(C)C)n[nH]2)C1 (stereo unspecified) | 0 | 107 | -14 | · | 4 | -8 | -0.6 | 6 | -1 | 2.9 |
| Cc1ccc(CC(=O)N2CCN(Cc3ccccc3)CC2)cc1 | -2 | 83 | 5 | -5 | -9 | 7 | -0.5 | 3 | 0 | -0.7 |
| CCC(COC(=O)NC)NC(=O)Oc1ccccc1 (stereo unspecified) | 0 | 101 | 12 | 1 | -6 | 31 | -0.9 | 2 | -5 | -2.1 |
| COc1ccc(C(=O)C2CN(C)CC2C(=O)c2ccc(OC)cc2)cc1 (stereo unspecified) | 1 | 96 | 13 | -2 | -6 | 18 | -0.4 | -5 | -1 | -2.5 |
| Cn1c(NN=O)nc2ccccc21 | -2 | 104 | 11 | -1 | 15 | 4 | -0.7 | 2 | 2 | -1.9 |
| COc1cc2c(ccc3c4cc(OC)c(OC)cc4c[n+](C)c23)cc1O | 1 | 87 | -1 | 12 | -1 | 6 | -31 | 0 | -1 | 0.3 |
| CCC1(c2ccccc2)C(=O)NC(=O)NC1=O | -1 | 101 | 11 | 26 | -1 | 5 | -0.9 | -1 | -4 | -2.8 |
| CCOc1ccc(N2C(=O)NC(=O)/C(=C/c3cnc(SC)nc3)C2=O)cc1 | -3 | 102 | 6 | -1 | -2 | 40 | -1.3 | -1 | 2 | -1.2 |
| CN1CCN(c2ccc3nccnc3c2)CC1 | 2 | · | 7 | -1 | 5 | 15 | -0.6 | 3 | -2 | -1.6 |
| O=C(Cc1ccccc1)Oc1ccc(N2C(=O)CCC2=O)cc1 | -6 | 100 | 8 | 0 | -4 | 1 | 0.9 | 2 | -1 | -1.5 |
| CCN(C(=O)CN1CC=C(c2ccccc2)CC1)c1c(N)n(Cc2ccccc2)c(=O)[nH]c1=O | -3 | 87 | 12 | -2 | 14 | 10 | -0.7 | -4 | -1 | -2.4 |
| Cc1ccccc1-n1c(O)c(C=Nc2ccc(N(C)C)cc2)c(=O)[nH]c1=O | -1 | 102 | -3 | · | -2 | 18 | -0.3 | 3 | 1 | 0.6 |
| COC(=O)C1=C(c2ccc(F)cc2F)C[C@@H]2CC[C@H]1N2C(=O)NCc1ccco1 | -5 | 97 | 10 | -3 | -9 | 4 | 0.2 | 0 | -1 | -1.7 |
| Fc1ccc(Cn2nnnc2C(c2ccc(Cl)cc2)N2CC=C(c3ccc(F)cc3)CC2)cc1 (stereo unspecified) | -5 | 105 | -3 | -5 | 9 | 19 | -1.0 | -4 | 11 | 0.6 |
